# MEKK2 WT-MEK5: modulators of MEK5 binding to wildtype MEKK2, primary screen, biochemical, multiplex bead flow cytometry, Alexa488-MEK5; Alexa488-MEK5 binding to MEKK2 WT; actives lie on both sides; AID 1531, 2009; Mitogen-activated protein kinase kinase kinase 2 (Homo sapiens), Q9Y2U5; binding response (% of control), % at 10 µM; actives 1.1% (n = 290,000); in the data active = binding response below about 67% or above about 130%
# MEKK3 PB1 HTS: modulators of MEKK3-MEK5 PB1 binding, primary screen, biochemical, wildtype MEKK3, multiplex bead flow cytometry, Alexa488-MEK5; Mitogen-activated protein kinase kinase kinase 3 (Homo sapiens), Q99759; bead-based flow cytometry, Alexa488-MEK5 binding to MEKK3; actives lie on both sides; 0 = blocked by unlabeled MEK5, 100 = vehicle; binding response (% of control), % at 10 µM; actives 1.4% (n = 290,000); AID 1529, 2009;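 active = binding response more than 3 SD above or below the average of its plate-row segment, actives on both sides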;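 also: Alexa488 bead fluorescence after subtracting the streptavidin-only scavenger bead signal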
# Target sequence (Q99759 whole entry, looked up): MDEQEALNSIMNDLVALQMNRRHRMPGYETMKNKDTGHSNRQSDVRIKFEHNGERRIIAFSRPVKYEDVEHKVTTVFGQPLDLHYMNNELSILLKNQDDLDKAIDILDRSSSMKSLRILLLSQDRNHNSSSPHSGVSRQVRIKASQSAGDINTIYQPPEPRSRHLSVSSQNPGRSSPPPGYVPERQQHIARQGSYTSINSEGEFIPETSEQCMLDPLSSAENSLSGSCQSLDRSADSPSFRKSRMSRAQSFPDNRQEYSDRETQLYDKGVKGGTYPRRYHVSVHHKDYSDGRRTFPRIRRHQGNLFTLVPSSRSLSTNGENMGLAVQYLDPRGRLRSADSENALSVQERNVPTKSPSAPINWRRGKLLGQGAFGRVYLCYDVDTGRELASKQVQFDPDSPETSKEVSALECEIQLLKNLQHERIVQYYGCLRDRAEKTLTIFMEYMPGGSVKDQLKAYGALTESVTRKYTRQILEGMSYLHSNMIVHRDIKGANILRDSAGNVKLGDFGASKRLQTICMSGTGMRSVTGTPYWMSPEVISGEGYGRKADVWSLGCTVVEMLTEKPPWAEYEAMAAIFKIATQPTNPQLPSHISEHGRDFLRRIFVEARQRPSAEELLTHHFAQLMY
# NALP1 yeast inh: NALP1 inflammasome inhibitors in reconstituted yeast, colorimetric, S. cerevisiae, triplicate retest; actives 0.61% (n = 280,000); S. cerevisiae NALP1/ASC/caspase-1 growth, X-gal OD620, 72 h; inhibition, % at 10 µM; AID 2071, 2009; in the data active = inhibition mostly above about 24%, no sharp cut-off; inactive = mostly below about 32%; also: some compounds called inactive have numbers as strong as hits
# PfM18AAP inh: PfM18AAP inhibitors, malaria aminopeptidase, primary screen, biochemical, QFRET, recombinant enzyme. actives 1.2% (n = 290,000). inhibition, % at 7.35 µM. AID 1822, 2009. H-Glu-NHMec fluorogenic cleavage. M18 aspartyl aminopeptidase (Plasmodium falciparum 3D7);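 active = inhibition above the campaign mean inhibition over all tested compounds plus 3 SD, cut at about 28% in these data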;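 also: 0% = plate median of test compound wells and 100% = 2 mM ZnCl2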
# OXTR agonist: human OXTR agonists, primary screen, fluorescence, CHO-OTR cells, Fluo-8 calcium; Fluo-8 calcium fluorescence; normalized: DMSO 0%, oxytocin 100%; activation, % at 3 µM; actives 0.32% (n = 320,000); AID 2435, 2010;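 active = activation above the mean of all tested compounds plus 3 SD, cutoff set per screening run, cut at about 20% in these data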;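 also: peak over basal fluorescence ratio from a 100 s FLIPR kinetic read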
# Target sequence (P30559 whole entry, looked up): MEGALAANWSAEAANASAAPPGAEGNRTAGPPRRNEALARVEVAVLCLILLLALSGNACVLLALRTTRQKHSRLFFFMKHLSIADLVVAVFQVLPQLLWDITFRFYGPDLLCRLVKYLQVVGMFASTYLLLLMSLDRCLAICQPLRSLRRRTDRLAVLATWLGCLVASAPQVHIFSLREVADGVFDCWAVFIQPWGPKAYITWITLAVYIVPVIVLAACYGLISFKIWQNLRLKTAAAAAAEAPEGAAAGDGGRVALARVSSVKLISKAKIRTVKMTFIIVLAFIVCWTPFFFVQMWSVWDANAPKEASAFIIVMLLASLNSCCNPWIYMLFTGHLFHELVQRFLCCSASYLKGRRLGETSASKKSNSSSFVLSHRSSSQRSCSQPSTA
# MEKK2 mut-MEK5: MEK5 binding signal on mutant MEKK2 PB1, primary screen, biochemical, multiplex bead flow cytometry, Alexa488-MEK5 | percent response, % at 10 µM | Alexa488-MEK5 binding to MEKK2 mutant | actives 0.35% (n = 290,000); in the data active = percent response above about 24%, passing the limit was not always enough; also: inactives centre near 1; some results filed as inactive read as strong as hits; reference of the scale not given here
# PHOSPHO1 block: PubChem AID 1565 | Phosphoethanolamine/phosphocholine phosphatase (Homo sapiens), Q8TCT1 | recombinant PHOSPHO1, absorbance phosphatase assay | inhibition, % at 13.3 µM | actives 1.1% (n = 290,000); in the data active = inhibition above about 60%
# FID counter: compounds displacing fluorescent DNA intercalator, primary screen, artefact control for HCV NS3 helicase inhibitor project, biochemical, FID fluorescence | DNA fluorescent intercalator displacement | inhibition, % at 7.9 µM | actives 0.17% (n = 290,000); in the data active = inhibition above about 37%;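 also: 0% = vehicle and 100% = reference compound; higher means more ethidium bromide displaced from hairpin DNA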
# GPR7 antag: GPR7 receptor antagonists, primary screen, cell-based, fluorescence, single concentration; AID 1861, 2009; GPR7-expressing cells, fluorescence antagonist assay; inhibition, % at 4.4 µM; actives 1.1% (n = 290,000); in the data active = inhibition above about 16%, passing the limit was not always enough;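 also: cells stimulated with the agonist NPW; 0% = agonist with vehicle and 100% = vehicle without agonist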
# Active calls of the source: *; . = no result given.
SMILES,MEKK2 WT-MEK5,MEKK3 PB1 HTS,NALP1 yeast inh,PfM18AAP inh,OXTR agonist,MEKK2 mut-MEK5,PHOSPHO1 block,FID counter,GPR7 antag
CCN(CC)S(=O)(=O)c1ccc(OC)c(NC(=O)c2cccs2)c1,98,104,16,-10,-0.6,-2,-8,-10,-4
C/C(N)=C(/C#N)C(=O)COC(=O)CCSc1ccccc1,104,100,24,-2,3.3,2,-4,-11,7
CCOC(=O)N(C)c1ccc(C(O)(C(F)(F)F)C(F)(F)F)cc1,101,104,13,-1,0.5,2,7,-15,24
O=C(CN(Cc1ccccc1)C(=O)CCC(=O)Nc1ccccn1)NCc1ccc(F)cc1,98,101,-11,2,4.1,4,20,-40,-5
Nc1cccc(Nc2nc(OC(C(F)(F)F)C(F)(F)F)nc(OC(C(F)(F)F)C(F)(F)F)n2)c1,110,112,6,-1,-3.0,16,41,-18,-9
Cc1ccc(N=c2c([N+](=O)[O-])nn(-c3ccc(Cl)cc3)n2O)cc1C,97,102,-2,2,-2.0,-3,24,1,-15
N#Cc1nc(Cl)c(Cl)c(NN)c1Cl,96,102,.,13,2.6,-5,8,1,-1
CCOC(=O)N=S(N)(=O)c1ccc(Cl)cc1 (configuration not stated),107,101,-14,1,0.1,1,15,1,-14
CN(CC(=O)Nc1nc2ccccc2s1)S(=O)(=O)c1ccc(Br)cc1,97,91,10,-13,14,-7,12,-11,-5
O=C(Cn1cnc2c(nnn2-c2ccc(F)cc2)c1=O)N1CCCc2ccccc21,101,109,9,-3,1.2,6,16,0,-5
CCOC(=O)N1CCN(C2CC(=O)N(c3ccc(Cl)c(Cl)c3)C2=O)CC1 (configuration not stated),109,95,-100,1,3.8,6,-3,-29,-8
CCCn1c(=O)c(C(=O)Nc2ncccc2C)c(O)c2ccccc21,90,101,33*,-10,30*,-11,41,-25,-7
COc1cc(C(=O)Oc2ccccc2/C=N/NC(=O)c2ccc(Cl)cc2)cc(OC)c1OC,96,98,29,5,-0.5,-2,-2,-8,-16
CN(C)S(=O)(=O)c1ccc(N2CCCC2)c(C(=O)Nc2ccccc2OC(F)F)c1,104,104,19,10,-1.1,0,16,-20,-4
Cc1cccc(C)c1NC(=O)CSc1nnc(C)c(=O)[nH]1,88,97,8,6,1.1,-9,1,-1,-6
CCOC(=O)c1[nH]c2ccc(OC)cc2c1NC(=S)N1CCN(c2cccc(C)c2C)CC1,95,125,9,-4,-0.2,-1,-3,3,-5
CCOc1ccccc1NC(=O)Nc1ccc(CC#N)cc1,94,89,1,0,-2.2,-16,-4,-9,-4
COc1ccc(C2(CNC(=O)c3ccccc3)CCCC2)cc1OC,102,99,7,3,-1.2,10,45,-29,-11
COCP(=O)(c1ccccc1)c1ccccc1,100,97,-11,-4,-0.5,-1,3,2,-9
CC(=O)Nc1ccccc1Oc1ccccc1,91,96,-3,3,1.8,-9,42,-2,-7

# Fetched by compound from the entries so far (7):
SMILES,MEKK2 WT-MEK5,MEKK3 PB1 HTS,NALP1 yeast inh,PfM18AAP inh,OXTR agonist,MEKK2 mut-MEK5,PHOSPHO1 block,FID counter,GPR7 antag
CCOC(=O)N1CCN(C2CC(=O)N(c3ccc(Cl)c(Cl)c3)C2=O)CC1 (configuration not stated),109,95,-100,1,3.8,6,-3,-29,-8
COc1ccc(C2(CNC(=O)c3ccccc3)CCCC2)cc1OC,102,99,7,3,-1.2,10,45,-29,-11
Nc1cccc(Nc2nc(OC(C(F)(F)F)C(F)(F)F)nc(OC(C(F)(F)F)C(F)(F)F)n2)c1,110,112,6,-1,-3.0,16,41,-18,-9
CCOc1ccccc1NC(=O)Nc1ccc(CC#N)cc1,94,89,1,0,-2.2,-16,-4,-9,-4
Cc1ccc(N=c2c([N+](=O)[O-])nn(-c3ccc(Cl)cc3)n2O)cc1C,97,102,-2,2,-2.0,-3,24,1,-15
CCN(CC)S(=O)(=O)c1ccc(OC)c(NC(=O)c2cccs2)c1,98,104,16,-10,-0.6,-2,-8,-10,-4
CN(C)S(=O)(=O)c1ccc(N2CCCC2)c(C(=O)Nc2ccccc2OC(F)F)c1,104,104,19,10,-1.1,0,16,-20,-4

# Additional structures follow:
SMILES,MEKK2 WT-MEK5,MEKK3 PB1 HTS,NALP1 yeast inh,PfM18AAP inh,OXTR agonist,MEKK2 mut-MEK5,PHOSPHO1 block,FID counter,GPR7 antag
CCC(C)c1ccc(NC(=O)c2cccs2)cc1 (configuration not stated),100,100,3,7,-0.9,3,-13,-9,-1
Cc1ccc(-n2nnnc2Sc2nc([N+](=O)[O-])nn2C)c(C)c1,96,100,.,-7,-0.7,2,.,3,-5
COc1ccc(S(=O)(=O)N/N=C\c2ccc3c(c2)OCO3)cc1,98,96,-14,-2,3.5,-2,0,-2,-14
CC(C)(C)NC(=O)NC(=O)CN1CCCCCCC1,95,104,4,10,-0.5,-6,5,-2,-7
O=CN1Cc2ccccc2-c2ccccc2C1,103,103,15,-8,.,-2,29,-10,1
Cc1cccc(NC(=O)CN2C(=O)CSC2=O)c1,98,104,5,2,0.1,2,3,1,-5
CC1CCN(C(=O)C2CCC(CNS(=O)(=O)c3cccc4cccnc34)CC2)CC1 (configuration not stated),.,.,-33,4,0.4,.,-2,-50,-2
CCOc1ccc(CCNC(=O)C2CCN(c3nn4c(=O)cc(C)nc4s3)CC2)cc1,105,99,5,-3,-2.6,10,-25,-21,-3
CC(=O)/C(=C/Nc1ccc(Oc2ccccc2)cc1)c1ccccc1,107,105,34,0,-2.1,-1,31,-6,-11
CC(=O)c1cccc(NC(=O)C2=CC(c3ccco3)=NS(=O)(=O)N2C)c1,100,101,-40,7,1.2,-4,13,-20,2
CCCC(=O)N1c2ccccc2C(N(C(C)=O)c2ccccc2)CC1C (configuration not stated),109,104,5,-6,-1.3,2,23,-32,-4
c1ccc(CNc2ncnc3c2ncn3C2CCCCO2)cc1 (configuration not stated),97,101,-12,0,0.4,5,3,-6,1
CCOC(=O)CCS(=O)(=O)c1ccc(-c2ccc(S(=O)(=O)CCC(=O)OCC)cc2)cc1,100,105,23,-6,4.7,-2,11,-14,31*
N=C(N)SCc1cccc2ccccc12,99,104,6,-9,9.3,91*,-4,7,-8
CC(Sc1nc2cc([N+](=O)[O-])ccc2n1-c1cccc(C(F)(F)F)c1)C(=O)NC(N)=O (configuration not stated),94,94,32,0,0.1,-1,-7,8,-3
CCCCC(=O)OCCNC(=O)c1cc2ccccc2oc1=O,90,90,2,6,-0.4,-13,-3,-21,-3
CCCCN(C(=O)CSCc1c(C)noc1C)c1c(N)n(CCC)c(=O)[nH]c1=O,103,100,-3,2,0.2,3,28,-7,-2
O=C(N/N=C/c1ccco1)c1cccc(N2CCCC2=O)c1,102,97,.,2,1.2,2,4,-5,-9
CSc1ccc(CN2CCN(Cc3ccccc3)C(CCO)C2)cc1 (configuration not stated),101,100,2,-12,0.5,-2,28,7,-3
O=c1c2cc(F)ccc2[nH]c(=S)n1Cc1ccc(F)cc1,100,103,-7,4,0.5,1,-15,2,-6

# Among those listed so far, these contain two or more sulfur atoms:
SMILES,MEKK2 WT-MEK5,MEKK3 PB1 HTS,NALP1 yeast inh,PfM18AAP inh,OXTR agonist,MEKK2 mut-MEK5,PHOSPHO1 block,FID counter,GPR7 antag
CCN(CC)S(=O)(=O)c1ccc(OC)c(NC(=O)c2cccs2)c1,98,104,16,-10,-0.6,-2,-8,-10,-4
CN(CC(=O)Nc1nc2ccccc2s1)S(=O)(=O)c1ccc(Br)cc1,97,91,10,-13,14,-7,12,-11,-5
CCOC(=O)CCS(=O)(=O)c1ccc(-c2ccc(S(=O)(=O)CCC(=O)OCC)cc2)cc1,100,105,23,-6,4.7,-2,11,-14,31*

# (cont.)
SMILES,MEKK2 WT-MEK5,MEKK3 PB1 HTS,NALP1 yeast inh,PfM18AAP inh,OXTR agonist,MEKK2 mut-MEK5,PHOSPHO1 block,FID counter,GPR7 antag
O=C(C(=O)N1CCOCC1)c1cn(CC(=O)N2CCCCC2)c2ccccc12,110,107,13,0,-0.2,5,12,-8,-21
O=C(CSc1nnc2ccccn12)N1CCc2ccccc2C1,101,100,6,-2,0.1,5,48,0,9
O=C(c1ccccc1F)N(Cc1cccs1)C1CCS(=O)(=O)C1 (configuration not stated),107,104,14,-2,-0.5,3,12,-6,-2
COc1ccc(-n2nc3c(c2NC(C)=O)CS(=O)(=O)C3)cc1,120,103,-2,-1,1.8,11,25,-4,-1
CC(=O)c1ccc(N2CCN(S(=O)(=O)c3ccc4c5c3CC(=O)N5CC(C)S4)CC2)cc1 (configuration not stated),97,101,-1,3,2.5,4,-156,-45,25*
COc1ccc(CN2CCN(CCCc3ccccc3)C(CCO)C2)cc1OC (configuration not stated),107,101,28,-6,-0.1,3,8,-2,-10
O=C(NC1CCN(Cc2ccc(Cl)c(Cl)c2)CC1)c1ccccc1,115,111,21,2,3.6,16,-7,-3,-18
COc1ccc(-c2nc(-c3ccc4c(c3)OCO4)[nH]c2-c2ccc(OC)cc2)cc1,115,99,8,-1,0.1,-1,4,5,-7
CC(NC(=O)c1cn(C)c2ccc(S(=O)(=O)N3CCCC3)cc2c1=O)c1ccccc1 (configuration not stated),91,95,6,-1,0.1,-2,28,-5,0
COc1ccc(S(=O)(=O)NCCSCc2ccccc2C)cc1Br,95,95,6,-4,-0.5,-8,31,-10,-2
CCOC(=O)c1[nH]c(C)c(C(=O)N2CCc3ccccc32)c1C,99,96,3,-6,0.3,-1,48,-23,14
COc1ccc(NC(=O)CS(=O)(=O)c2cccc(Cl)c2)cc1,109,104,-13,7,-1.5,13,42,-12,7
Cc1nn(C(C)CC(=O)O)c(C)c1Br (configuration not stated),102,102,6,-5,-0.5,4,13,-1,-5
CN(C)S(=O)(=O)c1cc(NC(=O)COC(=O)Cc2ccc(Cl)cc2Cl)ccc1Cl,97,95,20,-2,-0.4,-1,12,-7,-2
Cc1ccc(N(CCC#N)C(=O)CN2C(=O)NC(Cc3ccccc3)C2=O)cc1 (configuration not stated),105,100,-11,-2,1.8,-1,6,-32,-8
CC1(C(=O)NCCN2CCOCC2)C=CCN1C(=O)c1ccccc1 (configuration not stated),103,95,21,2,0.4,-2,1,-3,1
CCC(NC(=O)c1oc2ccccc2c1COC)c1ccc(OC)cc1 (configuration not stated),96,101,3,-7,-2.5,11,22,-40,-1
COc1ccccc1NC(=O)CNC(=O)Cn1c(C)cc2ccccc2c1=O,100,102,15,-5,-0.6,-2,12,-13,0
CCOC(=O)C1C(=O)CC(C)(O)C(C(=O)OCC)C1c1ccc(N(CC)CC)cc1 (configuration not stated),110,117,-19,-2,-3.1,9,-8,-23,6
